GLS inhibitor = glutaminase GLS (human) inhibition; O94925; GLS enzymatic activity, qHTS titration; Potency, µM (highest dose often 45.5 µM), for the others: at the top dose activity change, negative = inhibition, usual class: inhibitors; 0.21% of 410,000 active; AID 624170; also: potency is read from the fitted curve at half-maximal effect; % is scaled to controls: 0 for no effect and ±100 for the full control effect
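hKGA in 45 mM KH2PO4 pH 8.2, 0.02% Tween-20 with pin-transferred compounds; 1 mM L-glutamine (stock) plus glutamate oxidase/HRP/Amplex Red coupling added. Fluorescence read initially and after 30 min at RT.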
BAZ2B inh = inhibitors of human BAZ2B bromodomain. AID 504333. Potency, µM (series often up to 114 µM), for inactives: top-dose activity change, negative = inhibition, most hits filed as inhibitors. Q9UIF8. 4.4% of 360,000 active. AlphaScreen BAZ2B-H3K14Ac peptide displacement; also: potency is read from the fitted curve at half-maximal effect; % is scaled to controls: 0 for no effect and ±100 for the full control effect; nearly all actives have a fitted effect of over 60% in size
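Inhibition is scored as reduced AlphaScreen emission. The BAZ2B/b-H3(5-23)K14Ac complex (50 nM each) in PBS pH 7.4, 0.01% Tween-20 meets compound (up to 110 uM) for 30 min at RT before bead addition.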
HP1b binding inh = HP1-beta chromodomain-methylated histone interaction inhibition | AlphaScreen HP1-beta / biotin-H3K9me3 peptide binding | 0.56% of 390,000 active | P83916 | Potency, µM (titrated, usually from 114 µM), for the others: at the highest dose activity change, negative = inhibition, hits mostly inhibitors | AID 540317; also: potency is read from the fitted curve at half-maximal effect; nearly all actives have a fitted effect of over 70% in size; inactives centre near 23
Target sequence (P83916 whole entry, looked up): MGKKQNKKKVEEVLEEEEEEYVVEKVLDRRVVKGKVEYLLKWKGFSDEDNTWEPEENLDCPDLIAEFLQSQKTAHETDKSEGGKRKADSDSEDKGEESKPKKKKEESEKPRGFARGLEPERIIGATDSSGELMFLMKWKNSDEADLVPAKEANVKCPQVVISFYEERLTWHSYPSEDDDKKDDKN
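HP1-beta protein (50 nM final) preincubated 30 min at room temperature with biotinylated H3(1-18)K9me3 peptide (50 nM) in PBS pH 7.4, 0.01% Tween-20, then compound added for 30 min. AlphaScreen streptavidin donor/nickel chelate acceptor beads (10 ug/mL final), 30 min dark, luminescence read.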
JMJD2A Tudor inh = JMJD2A Tudor domain (human) inhibition | O75164 | AlphaScreen JMJD2A-Tudor / H3K4me3 peptide binding | Potency, µM (top dose mostly 114 µM), without a hit: at the top dose activity change, negative = inhibition, actives largely listed as inhibitors | 4.4% of 390,000 active | AID 504339; also: potency is read from the fitted curve at half-maximal effect; % is scaled to controls: 0 for no effect and ±100 for the full control effect; nearly all actives have a fitted effect of over 50% in size
PI4K2A block = blocks human PI4K2A kinase activity; Q9BTU6; purified PI4K2A, ADP-Glo luminescence, 1 h; stronger effect = lower value; activity change, negative = inhibition, % at 76.9 µM; 0.13% of 420,000 active; in the data active = activity change below about -50%; inconclusive = mostly about -30% to -49%;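 also: -100% = wells without enzyme as full effect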
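Compounds are screened against recombinant PI4K2A using PI as substrate and ATP, the latter dispensed at 300 microM. Reactions run one hour at ambient temperature before ADP-Glo detection; full inhibition defined by wells lacking enzyme.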
12-LOX inh = ALOX12 (human) lipoxygenase inhibition; purified 12hLO, xylenol orange hydroperoxide absorbance; Potency, µM (series often up to 108 µM), for the others: at the highest dose activity change, negative = inhibition, usual class: inhibitors; AID 1671190; P18054; 1.1% of 580,000 active; also: potency is read from the fitted curve at half-maximal effect; % is scaled to controls: 0 for no effect and ±100 for the full control effect
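Hydroperoxide product was detected by ferrous iron/xylenol orange as the 573 to 405 nm absorbance ratio. Arachidonic acid at 40 uM (final) was turned over for 30 min at room temperature by 150 nM human 12hLO, pH 7.0 Hepes buffer, after 15 min compound preincubation.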
G9a inh = blocks human histone lysine methyltransferase G9a. Q96KQ7. G9a H3K9 monomethylation, AlphaScreen, 2 h. Potency, µM (series often up to 102 µM), without a hit: top-dose activity, negative = inhibition, actives largely listed as inhibitors. 8.8% of 350,000 active; also: potency is read from the fitted curve at half-maximal effect; % is scaled to controls: 0 for no effect and ±100 for the full control effect; nearly all actives have a fitted effect of over 75% in size
Target sequence (Q96KQ7 913-1193 limits assumed): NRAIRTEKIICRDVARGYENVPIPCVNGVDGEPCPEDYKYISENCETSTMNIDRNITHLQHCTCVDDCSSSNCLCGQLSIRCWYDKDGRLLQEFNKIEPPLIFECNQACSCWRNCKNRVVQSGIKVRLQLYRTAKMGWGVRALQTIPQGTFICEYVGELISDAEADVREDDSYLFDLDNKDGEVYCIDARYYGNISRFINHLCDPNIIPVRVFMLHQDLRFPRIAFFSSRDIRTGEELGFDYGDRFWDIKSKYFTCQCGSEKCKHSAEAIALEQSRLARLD
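Enzyme 20 nM + cpd, 15 min RT; add b-H3K9 pep 500 nM / SAM 20 uM; 2 h RT; anti-H3K9me1 Ab 0.5 ug/mL + SA donor / anti-rabbit acceptor beads 20 ug/mL each, 10 min; AlphaScreen read.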
ERG-DNA inh = inhibitors of human ERG Ets domain-DNA interaction; P11308; fluorescence polarization, His-ERG Ets domain / labelled DNA; Potency, µM (highest dose often 76.9 µM), for the others: top-dose FP activity, negative = inhibition, actives largely listed as inhibitors; 0.028% of 370,000 active; AID 624246; active = well fitted inhibition curve with a large enough effect in the polarisation, with a control signal flat; inconclusive = small, poorly fitted or top-dose-only effect, or effect the other way, or a change in a side signal; inactive = no such curve, though single readings can be large or run the other way; the % refers to the polarisation;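 also: polarization taken with two DNA probes labelled with fluorescein and Texas red; potency is read from the fitted curve at half-maximal effect; % of control where 0% means no effect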
Target sequence (P11308 whole entry, looked up, the tested form may be a part): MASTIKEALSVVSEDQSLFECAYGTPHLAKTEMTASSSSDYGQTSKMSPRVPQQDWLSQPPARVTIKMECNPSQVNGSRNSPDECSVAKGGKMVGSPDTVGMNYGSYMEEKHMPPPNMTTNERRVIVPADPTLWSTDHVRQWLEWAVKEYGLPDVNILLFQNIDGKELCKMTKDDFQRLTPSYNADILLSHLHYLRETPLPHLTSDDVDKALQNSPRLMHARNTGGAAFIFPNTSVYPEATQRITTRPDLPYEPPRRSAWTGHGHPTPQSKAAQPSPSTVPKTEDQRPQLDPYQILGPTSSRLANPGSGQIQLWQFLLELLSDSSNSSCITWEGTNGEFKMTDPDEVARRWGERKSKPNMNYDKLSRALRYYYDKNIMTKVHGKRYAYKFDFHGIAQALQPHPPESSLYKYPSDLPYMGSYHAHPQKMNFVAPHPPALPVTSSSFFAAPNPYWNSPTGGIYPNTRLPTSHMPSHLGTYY
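His-tagged ERG Ets domain (1 uM in the protein solution; 300mM KCl, 50mM Tris-HCl, 1mM EDTA, 1mM DTT, pH 7.5) received compound, then a probe mix of 5 nM fluorescein-DNA and 100nM Texas-615-DNA. Fluorescence polarization was read for both dyes.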
RGS4 inh = blocks human RGS4-accelerated GTP hydrolysis; P49798; Transcreener GDP fluorescence polarization, RGS4-accelerated GTP hydrolysis; Potency, µM (doses to about 114 µM), for the others: top-dose activity change, negative = inhibition, actives largely listed as inhibitors; 0.039% of 390,000 active; also: potency is read from the fitted curve at half-maximal effect; % is scaled to controls: 0 for no effect and ±100 for the full control effect; nearly all actives have a fitted effect of over 75% in size; some results filed as inactive show a strong effect at the top dose
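MLSMR compounds (23 nl, pin-transferred) preincubated 10 min at room temperature with a 500nM (2x) first reagent, then RGS4 at 900nM (2x) plus Transcreener GDP mix added; fluorescence polarization (620/688 nm) read before and after 90 min at 30 °C.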
The depositor's hits bear a star; [ ] = dose if it differs, or a comment. Unless noted, calls follow the shape of the dose curve; as a rule, active = well fitted curve in the direction sought with a large enough effect; inconclusive = small, poorly fitted or top-dose-only effect, or another doubt; inactive = no such curve, though single readings can be large; an effect the other way counts as inactive or inconclusive. This is a subset, so the mix of outcomes need not match the whole.

Results for CCOc1ccc(N=Cc2c(O)c3ccccc3oc2=O)cc1 ?
GLS inhibitor: 1.5%; BAZ2B inh: 4.0%; HP1b binding inh: 34.3%; JMJD2A Tudor inh: -22.6%; PI4K2A block: -10.0; 12-LOX inh: 6.5%; G9a inh: 7.5%[59 µM]; ERG-DNA inh: 5.9%; RGS4 inh: 4.7%

How did CC12CS(=O)(=O)CC1SC(=S)N2Cc1ccccc1 (stereo not drawn) do in these assays?
GLS inhibitor: -0.7%; HP1b binding inh: 36.1%[activator]; JMJD2A Tudor inh: -3.8%; PI4K2A block: 1.0; 12-LOX inh: 3.6%; G9a inh: -11.5%; ERG-DNA inh: 3.6%; RGS4 inh: -3.9%

What do the screens show for `CCOc1ccccc1NC(=O)COn1nnc2ccc(Cl)cc21`?
GLS inhibitor: -11.0%; BAZ2B inh: 0.4%; HP1b binding inh: -3.4%; JMJD2A Tudor inh: 9.9%[11.4 µM]; PI4K2A block: 11.8; 12-LOX inh: 59.3%[activator][57.4 µM]; G9a inh: -48.9%; ERG-DNA inh: 2.7%; RGS4 inh: -19.4%[11.4 µM]

How did O=C(Cn1nnc2ccccc2c1=O)NCC1CCC(C(=O)O)CC1 (stereo not drawn) do in these assays?
GLS inhibitor: -2.5%; BAZ2B inh: 1.4%; HP1b binding inh: 32.7%; JMJD2A Tudor inh: -2.2%[11.4 µM]; PI4K2A block: 1.3; 12-LOX inh: 45.6%[activator]; G9a inh: 19.5%[59 µM]; ERG-DNA inh: 2.1%; RGS4 inh: -9.1%[11.4 µM]

What do the screens show for `Cc1ccc(Cl)cc1N(C)C(=O)c1sc2nc3n(c(=O)c2c1C)CCCC3`?
GLS inhibitor: 18.2%; BAZ2B inh: inconclusive; HP1b binding inh: 57.2%[activator]; JMJD2A Tudor inh: -26.6%; PI4K2A block: -5.8; 12-LOX inh: 3.7%; G9a inh: 12.6µM*; ERG-DNA inh: -5.1%; RGS4 inh: -26.0%

What do the screens show for `O=C(CN1N=C(c2ccccc2)CCC1=O)NCc1ccc(F)cc1Cl`?
GLS inhibitor: 4.9%; BAZ2B inh: -1.7%; HP1b binding inh: 26.4%; JMJD2A Tudor inh: -7.3%; PI4K2A block: 5.4; 12-LOX inh: -16.6%; G9a inh: 3.4%[59 µM]; ERG-DNA inh: -6.7%; RGS4 inh: -10.8%

Results for O=C(c1cccs1)N1C(=O)c2cccc3cccc1c23 ?
GLS inhibitor: -9.1%; BAZ2B inh: -29.4%; HP1b binding inh: 40.6%[activator]; JMJD2A Tudor inh: -9.8%; PI4K2A block: 5.2; 12-LOX inh: -9.5%; G9a inh: -22.5%; ERG-DNA inh: 17.2%; RGS4 inh: -6.3%

How did C/C(CC(=O)Nc1ccc(Cl)cc1Cl)=N\NC(N)=S do in these assays?
GLS inhibitor: 17.6%; BAZ2B inh: -35.1%[57.1 µM]; HP1b binding inh: -8.0%; JMJD2A Tudor inh: -21.6%; PI4K2A block: 3.3; 12-LOX inh: inconclusive; G9a inh: 17.5%[0.501 µM]; ERG-DNA inh: 4.1%; RGS4 inh: -18.4%

How did O=C1Nc2cc(Cl)c(Cl)cc2N(O)N1c1cccc(Cl)c1 do in these assays?
GLS inhibitor: 1.9%; BAZ2B inh: -4.7%; HP1b binding inh: 8.6%; JMJD2A Tudor inh: -5.0%; PI4K2A block: 9.6; 12-LOX inh: 6.0%; G9a inh: 5.5%[12.7 µM]; ERG-DNA inh: -10.2%; RGS4 inh: 26.9%

What do the screens show for `CC(C)(C)NS(=O)(=O)c1ccc(NC(=O)c2cc(-c3ccccc3)nc3ccccc23)cc1`?
BAZ2B inh: -9.8%; HP1b binding inh: 18.2%; JMJD2A Tudor inh: -2.1%; PI4K2A block: -3.4; 12-LOX inh: inconclusive; G9a inh: 2.5%[2.33 µM]; ERG-DNA inh: 3.1%; RGS4 inh: 17.9%

What do the screens show for `O=C1CCCS(=O)(=O)c2ccccc21`?
GLS inhibitor: 6.5%; BAZ2B inh: 3.5%; HP1b binding inh: 9.9%; JMJD2A Tudor inh: -3.8%; PI4K2A block: -4.9; 12-LOX inh: -24.0%; G9a inh: 4.4%; ERG-DNA inh: -11.2%; RGS4 inh: 39.2%

How did CS(=O)(=O)N1CCN(c2cnn(-c3ccccc3)c(=O)c2Cl)CC1 do in these assays?
GLS inhibitor: -4.6%; BAZ2B inh: -1.4%; HP1b binding inh: 33.4%; JMJD2A Tudor inh: 1.5%; PI4K2A block: -2.1; 12-LOX inh: 492.1%[activator]; G9a inh: -15.4%; ERG-DNA inh: 7.7%; RGS4 inh: -9.9%

What do the screens show for `Cc1cc(C(=O)CCl)c(C)n1CCc1ccc(Cl)cc1`?
GLS inhibitor: 11.0%; BAZ2B inh: inconclusive; HP1b binding inh: 18.1%; JMJD2A Tudor inh: -15.4%; PI4K2A block: 26.0; 12-LOX inh: inconclusive; G9a inh: inconclusive; ERG-DNA inh: -8.2%; RGS4 inh: -28.3%

What do the screens show for `CCOc1ccc(/C=N/NC(=O)c2nnn(-c3nonc3N)c2COc2ccc(F)cc2)cc1`?
GLS inhibitor: -10.1%; BAZ2B inh: -5.0%; HP1b binding inh: 26.7%; JMJD2A Tudor inh: -5.4%; PI4K2A block: 0.3; 12-LOX inh: 357.0%[activator]; G9a inh: 0.0%; ERG-DNA inh: -3.6%; RGS4 inh: -25.2%

What do the screens show for `COc1ccc2nc(NC(=S)NC(=O)c3ccco3)sc2c1`?
GLS inhibitor: 0.8%; BAZ2B inh: -21.8%; HP1b binding inh: 14.1%; JMJD2A Tudor inh: 0.0%; PI4K2A block: -0.5; 12-LOX inh: -10.2%; G9a inh: 12.1%[59 µM]; ERG-DNA inh: 12.6%; RGS4 inh: 4.8%

What do the screens show for `O=C(Nc1cccnc1)c1cc2nc(C3CC3)cc(C(F)(F)F)n2n1`?
GLS inhibitor: 1.1%; BAZ2B inh: 3.2%; HP1b binding inh: 8.8%; JMJD2A Tudor inh: -9.5%; PI4K2A block: 3.8; 12-LOX inh: 28.0%; G9a inh: 8.8%[12.7 µM]; ERG-DNA inh: 1.6%; RGS4 inh: -35.1%

Results for CCCCCN(C(=O)NC(=O)Nc1ccc(C)cc1C)S(C)(=O)=O ?
GLS inhibitor: 3.6%; HP1b binding inh: 32.2%; JMJD2A Tudor inh: -1.0%; PI4K2A block: -9.1; 12-LOX inh: -0.8%; G9a inh: -25.5%; ERG-DNA inh: 1.3%; RGS4 inh: 12.2%

What do the screens show for `CCC(C(=O)NC1CCCC1)N(C(=O)Cn1nnc(-c2ccc(C)o2)n1)c1ccc(OC)cc1` (stereo not drawn)?
GLS inhibitor: 14.9%; BAZ2B inh: 3.1%; HP1b binding inh: 11.0%; JMJD2A Tudor inh: -10.7%; PI4K2A block: -2.9; 12-LOX inh: 9.3%; G9a inh: 6.4%; ERG-DNA inh: -4.9%; RGS4 inh: 6.7%

What do the screens show for `Cc1nn(-c2ccc(Cl)cc2)c2nc(-c3cccnc3)cc(C(F)(F)F)c12`?
GLS inhibitor: -0.1%; BAZ2B inh: -1.0%; HP1b binding inh: 10.0%; JMJD2A Tudor inh: -13.5%; PI4K2A block: -5.0; 12-LOX inh: -13.9%; G9a inh: -0.1%[59 µM]; ERG-DNA inh: 1.2%; RGS4 inh: 7.2%

How did COc1cccc(CNC(=O)CN2CCC(c3nc4ccc(C)cc4[nH]3)CC2)c1 do in these assays?
GLS inhibitor: 2.1%; BAZ2B inh: -8.2%; HP1b binding inh: 25.9%; JMJD2A Tudor inh: -11.0%; PI4K2A block: 0.2; 12-LOX inh: 4.0%; ERG-DNA inh: -8.2%; RGS4 inh: 2.8%

Results for C/C(=N\OCC(=O)Nc1ccccc1Br)c1cccs1 ?
GLS inhibitor: -7.4%; BAZ2B inh: 153.4%[activator]; HP1b binding inh: 242.0%[activator]; JMJD2A Tudor inh: 72.2%[activator]; PI4K2A block: 0.8; 12-LOX inh: 0.7%; G9a inh: 187.5%[activator]; ERG-DNA inh: -3.8%; RGS4 inh: -24.4%

Results for CCN1C(=O)[C@H]2[C@@H](c3ccc(-c4cc(C(C)=O)cs4)cc3)N[C@@](Cc3ccccc3)(C(=O)OC)[C@H]2C1=O ?
GLS inhibitor: -8.1%; HP1b binding inh: 13.2%; JMJD2A Tudor inh: -25.4%; PI4K2A block: 4.3; 12-LOX inh: -4.3%; ERG-DNA inh: 8.0%; RGS4 inh: -3.5%

Results for CCC(C(=O)NC1CCCC1)N(Cc1ccco1)C(=O)Cn1nnc(-c2ccc(C)cc2)n1 (stereo not drawn) ?
GLS inhibitor: -4.1%; BAZ2B inh: -18.8%; HP1b binding inh: 10.8%; JMJD2A Tudor inh: -22.4%; PI4K2A block: 4.8; 12-LOX inh: -19.9%; G9a inh: -5.9%[12.7 µM]; ERG-DNA inh: 1.0%; RGS4 inh: -14.8%

What do the screens show for `CC1=CC(C)C2C(=O)N(c3ccccc3)C(=O)C2C1` (stereo not drawn)?
GLS inhibitor: -2.5%; BAZ2B inh: 11.3%; HP1b binding inh: 48.5%[activator]; JMJD2A Tudor inh: -15.7%; PI4K2A block: -0.6; 12-LOX inh: -6.7%[57.4 µM]; G9a inh: -17.5%[12.7 µM]; RGS4 inh: -10.0%
